N-glyco inh: blocks N-linked glycosylation in D54 reporter cells. D54 ERlucT glycosylation luciferase reporter, 24 h; percent of 100 nM tunicamycin response. reporter increase, % at 12.5 µM. 360,000 tested, 0.23% active;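 active = mean luciferase reporter signal, scaled so untreated is 0 and the glycosylation-blocking control 100, at or above a set limit in every replicate; inconclusive = mean reaches the limit but not every replicate does; inactive = mean below the limit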;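 also: luciferase carries N-glycosylation sites so blocking glycosylation raises the light; 0% = median of neutral control wells and 100% = median of 100 nM tunicamycin wells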
CaV13 ICDI inh: Primary screen for inhibitors of IQ motif and Ca2+-dependent inactivation inhibitor domain binding in CACNA1D, Förster resonance energy transfer in living cells, …; 340,000 tested, 0.098% active; inhibition, % at 12.3 µM; AID 743397; HEK cells, CFP/YFP FRET ICDI-IQ, plate reader, 10 min; percent FRET-ratio fall versus neutral wells;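 active = mean replicate inhibition of at least 30% and at least 1% of replicates passing that level; inconclusive = only one of the two criteria is met; inactive = neither criterion is met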;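 also: 0% = median of the neutral control wells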
Vif imaging: blocks HIV Vif function; HEK293T cells, Vif self-association by quenched fluorescence, imaging, 24 h; inhibition, % at 7.49 µM; 340,000 tested, 0.35% active; AID 602346; in the data active = inhibition above about 50%, passing the limit was not always enough; inconclusive = no clear call, values can overlap the other calls; inactive = below about 31%; also: some results filed as inactive read as strong as hits
MC4R antag cAMP: antagonists of human melanocortin 4 receptor (MC4R). P32245. MC4R-expressing cells, MTII-stimulated cAMP, LANCE TR-FRET. inhibition, % at 6.5 µM. 360,000 tested, 0.48% active. AID 540295;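 active = inhibition above its plate's cutoff, the mean of tested wells on that plate plus 3 SD, cut at about 29% in these data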;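 also: 0% = Melanotan II alone and 100% = Melanotan II plus saturating MCL0020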
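Material – human MC4R-expressing U2OS cells · Repeats – no replicates · Detection – TR-FRET with Eu-cAMP and labeled anti-cAMP, 671 nm · Times – compound 30 min, challenge 1 h, detection 1 h · Compound – single nominal compound dose of 6.5 µM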
ABCB6 inh MLPCN: inhibitors of human ABC transporter ABCB6; fluorescence ratio to DMSO, % at 10 µM; 360,000 tested, 0.19% active; K562-ABCB6 porphyrin accumulation, flow cytometry, 1 h; active compounds read low; Q9NP58;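 active = fluorescence ratio to DMSO below 75%, the collection mean minus 3 SD; inconclusive = too few cells collected in the well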;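 also: signal is porphyrin accumulated inside mitochondria; 100% equals median channel fluorescence of DMSO control wells; lower ratio means ABCB6 inhibition with less porphyrin fluorescence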
Cardio protect: protects H9c2 cardiomyocytes from peroxide injury; H2O2 injury protection, ATPLite, 2 h; protection from H2O2 cell death, % at 20 µM; 360,000 tested, 0.63% active;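 active = compounds giving at least 50% protection of heart cells from peroxide-induced death in the single-dose screen, raw or plate-pattern-corrected value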;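 also: 0% = DMSO wells with peroxide and 100% = DMSO wells without peroxide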
MC4R barr agon: human MC4R agonism via beta-arrestin; activation, % at 8.9 µM; 360,000 tested, 0.98% active; P32245; U2OS MC4R beta-arrestin complementation, luminescence; percent of melanotan II response, DMSO zero;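 active = activation above a per-plate cutoff, the mean activation of sample wells on that plate plus 3 SD, cut at about 8% in these data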
m5-HT2A agonist: activates the mouse 5-HT2A serotonin receptor. P35363. CHO-K1 mHTR2A beta-arrestin complementation, luminescence; percent of 30 µM serotonin response. activation, % at 7.6 µM. 360,000 tested, 0.66% active;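 active = activation above a run cutoff, the mean activation of all tested compounds plus 3 SD, cut at about 14% in these data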;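 also: 0% = plate median of compound wells and 100% = 30 µM serotonin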
aDG glyco up: increases alpha dystroglycan glycosylation; Pro5-aDG cells, alpha-DG glycosylation AlphaScreen (IIH6); 0% Pro5, 100% B10-LARGE cell signal; activation, % at 10 µM; 360,000 tested, 0.22% active; AID 624168;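 active = activation of at least 8% versus controls, or a plate z-score of at least 8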;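 also: Pro5 are CHO cells carrying HIG-tagged alpha-DG that lacks glycosylation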
PDI inh: inhibitors of human protein disulfide isomerase; 350,000 tested, 0.052% active; AID 588391; PDI insulin aggregation turbidity, A650, 90 min; P07237; inhibition, % at 10 µM;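 active = mean inhibition across replicates of 30% or more, whatever share of single replicates reach that level; inconclusive = mean inhibition below 30% while every single replicate reaches 30%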;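 also: absorbance from insulin aggregation driven by PDI reduction with DTT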
The depositor's hits bear a star; ? = inconclusive; · = not tested or not shown.

Every second line gives: N-glyco inh | CaV13 ICDI inh | Vif imaging | MC4R antag cAMP | ABCB6 inh MLPCN | Cardio protect | MC4R barr agon | m5-HT2A agonist | aDG glyco up | PDI inh
(1) CC1(c2ccccc2Cl)NC(=O)N(CC(=O)Nc2ccc3c(c2)OCO3)C1=O (centres undefined)
 : 3 | 1 | 8 | 5 | 98 | 0 | -0.4 | 0 | 0.0 | 6
(2) O=C(CCN1C(=O)C2C3C=CC(C3)C2C1=O)N1CCN(c2ccccc2F)CC1 (centres undefined)
 : 2 | -6 | -2 | 3 | 86 | 3 | -0.1 | -4 | 0.1 | -5
(3) Cc1c(Oc2ccc(C(F)(F)F)cc2[N+](=O)[O-])ccc2c3c(c(=O)oc12)CCC3
 : -3 | -6 | -10 | 4 | 89 | -5 | -0.9 | 11 | 0.3 | -19
(4) COC(=O)CN1C(=O)COc2ccc(S(=O)(=O)N3CCCCC3)cc21
 : 2 | -6 | 2 | 8 | 97 | 2 | 1.6 | 3 | -0.5 | -4
(5) O=C(N/N=C/c1ccc(Sc2ccccn2)o1)c1cccc([N+](=O)[O-])c1
 : 3 | -4 | 15 | 13 | 100 | 11 | -1.5 | -4 | -0.4 | 13
(6) COCCn1c(N)c(Sc2ccc(Cl)cc2)c(=O)[nH]c1=O
 : 3 | -3 | 1 | 5 | 100 | 0 | -2.8 | -9 | 0.0 | 3
(7) CSc1nc2ccc(NC(=O)c3nn(C(C)C)c(=O)c4ccccc34)cc2s1
 : -3 | -2 | 5 | 3 | 93 | 19 | 0.2 | 0 | 0.0 | -2
(8) CNC(=O)c1c(O)c2cccc3c2n(c1=O)CC3
 : 4 | · | 3 | 13 | 102 | 1 | -1.4 | 1 | 0.1 | 5
(9) N=C1C=CC(=C(c2ccc(N)cc2)c2ccc(N)cc2)C=C1
 : ? | -7 | -31 | -11 | 117 | -18 | -3.1 | -12 | 1.3 | -9
(10) O=C(CN1CCN(S(=O)(=O)c2ccc(F)c(Cl)c2)CC1)N1CCOCC1
 : 3 | -2 | -1 | 5 | 93 | 1 | -0.5 | 3 | 0.1 | -7
(11) O=C(NCc1ccco1)c1ccc(COc2ccc(Cl)cc2)cc1
 : -5 | -6 | 3 | 17 | 109 | 0 | 2.1 | -6 | 0.1 | 0
(12) COc1cc(OC)cc(C(=O)NCC(=O)NCc2ccccn2)c1
 : 2 | -5 | -1 | 1 | 99 | -2 | -0.9 | -4 | 0.2 | -10
(13) c1coc(CNc2c3c(nc4ncnn24)CCC3)c1
 : 1 | -5 | 5 | 4 | 109 | -2 | 0.5 | -6 | 0.3 | 10
(14) CCc1cccc(C)c1NC(=O)Cn1nc(C)n2cccc2c1=O
 : 1 | -2 | -2 | 10 | 101 | 10 | -4.3 | -3 | -0.1 | 0
(15) CC1=C(C)CS(=O)N(S(=O)(=O)c2ccc(Cl)cc2)C1 (centres undefined)
 : 10 | -7 | -4 | -16 | 103 | -3 | -1.2 | 9 | -0.2 | -1
(16) COc1ccc(-n2c(/C=C3\C(=O)N(C)c4ccccc43)nc3ccccc3c2=O)cc1
 : 22 | -14 | 0 | 6 | 92 | 16 | -0.6 | 7 | -0.2 | 14
(17) CC1(C)CC(=O)C=C(c2ccc(COC(=O)c3ccc(-c4ccccc4)cc3)cc2)C1=O
 : -4 | -5 | · | -1 | 98 | -9 | 0.2 | 3 | 0.0 | -2
(18) C=CCNC(=O)c1ccccc1S(=O)c1ccccc1C#N (centres undefined)
 : -1 | · | 5 | -1 | 93 | 4 | 0.7 | 0 | -0.2 | -13
(19) Cc1cccc(C)c1NC(=O)c1ccc(-c2ccc(Cl)cc2Cl)o1
 : -6 | · | 1 | 25 | 106 | -11 | -0.9 | -8 | 0.3 | 3
(20) Cn1nnnc1SCc1cn2cccnc2n1
 : 2 | -7 | 4 | 9 | 101 | 1 | -1.4 | -3 | -0.2 | 2
(21) COC(=O)C1C/C(=N\NS(=O)(=O)c2ccc(C)cc2)c2ccsc2C1 (centres undefined)
 : 1 | -6 | 26 | 12 | 96 | 8 | -0.2 | 4 | 0.1 | -2
(22) CCCCN(C(=O)c1cccc(-n2cnnn2)c1)c1c(N)n(CCCC)c(=O)[nH]c1=O
 : 1 | -11 | 12 | 5 | 121 | -4 | 1.3 | -2 | 0.1 | -27
(23) COc1ccccc1NS(=O)(=O)c1ccc(NN=C2CCCCC2)c([N+](=O)[O-])c1
 : -1 | -1 | 4 | 9 | 93 | -21 | -2.5 | -3 | 0.8 | -5
(24) O=C(CCCNS(=O)(=O)c1cccc2nsnc12)N1CCCCC1
 : · | -4 | · | 6 | 101 | 4 | -1.4 | 0 | -0.1 | 7
(25) COCCN1C=C(C(=O)OC)C(c2ccccc2Cl)C(C(=O)OC)=C1
 : 4 | -2 | 7 | -4 | 98 | -1 | -1.4 | 1 | 0.2 | 1
(26) COc1ccc(NS(=O)(=O)c2cccc(C(=O)NCCCn3ccnc3)c2)cc1
 : 0 | -7 | -2 | 1 | 96 | -2 | -2.0 | -2 | -0.2 | 6
(27) O=c1[nH]c(=O)c2cc([N+](=O)[O-])cc([N+](=O)[O-])c2[nH]1
 : 0 | -6 | 6 | 19 | 96 | -2 | -2.2 | -1 | 0.2 | 0
(28) CCCCCCC(C)n1cc(C(C)=O)c(=O)[nH]c1=O (centres undefined)
 : 1 | -5 | -17 | 5 | 96 | 9 | 0.2 | 9 | -0.2 | -4
(29) CNC(=S)NNC(=O)c1sccc1OCc1ccccc1
 : 3 | -5 | 2 | 23 | 102 | 3 | 1.4 | 3 | -0.2 | 2
(30) CC(C)(C)SCCNC(=O)c1ccc(CN2CCc3ccccc3C2)cc1
 : -8 | -5 | -8 | 8 | 93 | 2 | 0.4 | -3 | 0.1 | 13
(31) COC1=Nc2ccccc2N2CCN=C12
 : 1 | -5 | -5 | · | 97 | -6 | · | 5 | -0.1 | ·
(32) COc1cc2c(cc1NC(=O)c1ccc(C(C)(C)C)cc1)CCCC2
 : -9 | -5 | · | 20 | 108 | -20 | 0.7 | -6 | 0.0 | -1
(33) Cc1ccc(NC(=O)CSc2nc(=O)n3cc(C)ccc3n2)c(C)c1
 : 0 | -13 | 4 | -1 | 96 | -3 | -4.7 | 3 | 0.2 | 0
(34) C[C@@H](C(=O)NCCc1ccccc1F)N1C(=O)N2CCc3c([nH]c4ccccc34)[C@@]2(C)C1=O
 : -4 | · | -31 | 23 | 98 | -6 | -0.4 | 1 | 0.4 | ·
(35) COc1cccc(-c2noc(C3CCCN(C(=O)c4ccc(F)cc4)C3)n2)c1 (centres undefined)
 : 1 | -5 | -2 | -1 | 93 | -3 | -0.7 | -4 | 0.0 | -3
(36) C[C@H](CO)N1C[C@H](C)[C@@H](CN(C)S(=O)(=O)c2ccc3ccccc3c2)OCc2cnnn2CCCC1=O
 : 1 | -6 | 6 | 0 | 94 | 5 | 3.6 | 2 | 0.0 | 4
(37) CC(C)C(c1nnnn1Cc1ccc2c(c1)OCO2)N1CCN(c2ccccc2)CC1 (centres undefined)
 : 2 | · | -12 | -2 | 85 | 8 | -1.1 | 5 | -0.4 | -1
(38) Cc1ccc(S(=O)(=O)c2nc(Nc3ccccc3)sc2Cl)cc1
 : -5 | -4 | -6 | -3 | 89 | -21 | 5.2 | -2 | 0.9 | 17
(39) CCOc1ccc(-c2csc3nc[nH]c(=O)c23)cc1
 : 3 | -4 | 2 | -5 | 96 | -1 | -2.2 | -2 | -0.1 | 1
(40) COc1ccc(C2CC(c3cccs3)=NN2c2ccccc2)cc1 (centres undefined)
 : -3 | -32 | 4 | 4 | 105 | -4 | 3.2 | -4 | 2.4 | -7
(41) CCN(CC)CCCNc1oc(-c2ccccc2[N+](=O)[O-])nc1C#N
 : 1 | -15 | -2 | 5 | 99 | 6 | 0.2 | 0 | -0.2 | 8
(42) O=C(Nc1ccc2oc(-c3ccccc3)nc2c1)c1ccc2c(c1)OCCO2
 : -3 | -4 | -9 | 7 | 98 | 0 | 2.7 | 0 | 1.5 | -4
(43) CCCCCCNC(=O)CNC(=S)N(Cc1cccs1)C1CCCCC1
 : -2 | -17 | -10 | 19 | 101 | -11 | 5.0 | -3 | 0.2 | -1
(44) CN(C)c1ncc([N+](=O)[O-])cc1C(F)(F)F
 : 1 | -1 | 3 | 1 | 99 | 0 | 0.3 | 2 | 0.0 | -3
(45) Cc1ccccc1-n1nc2c(c1NC(=O)C(C)(C)C)CS(=O)(=O)C2
 : 1 | -19 | 9 | 2 | 97 | 7 | -1.9 | -4 | 0.0 | -2
(46) Cc1cccc(N2CCN(C(=O)c3ccc(N4CCCC4=O)cc3)CC2C)c1 (centres undefined)
 : -2 | -6 | 8 | 2 | 96 | 0 | -1.4 | -3 | 0.2 | 1
(47) O=C(c1ccc(Cl)cc1)c1cc(-c2ccccn2)c(N2CCOCC2)s1
 : 1 | -7 | -8 | 5 | 94 | 7 | -0.3 | -4 | 0.1 | -4
(48) CCOC(=O)c1ccc(NC(=S)N2CCN(CCN=CC3=C(O)CC(c4ccccc4)CC3=O)CC2)cc1 (centres undefined)
 : 0 | -9 | -3 | 10 | 97 | 1 | 0.8 | -3 | 0.1 | 1
(49) CN(c1ccc(Cl)cc1)c1cc2c(c3c1ccn3C)C1CCC2C1 (centres undefined)
 : 1 | -3 | · | · | 96 | -3 | · | 2 | -0.1 | ·
(50) CCN(CC)c1nc2ccccc2[nH]1
 : -1 | -2 | 1 | 8 | 86 | 0 | -1.5 | 1 | -0.1 | -11
(51) Cc1nc2ccccc2n1CC(=O)N/N=C/c1cccnc1
 : 0 | 0 | 1 | 4 | 100 | 0 | -2.3 | 0 | -0.3 | 6
(52) CC1(C(=O)NS(=O)(=O)Cc2ccccc2C(F)(F)F)CCN1C(=O)Cc1ccsc1 (centres undefined)
 : 2 | -5 | 15 | 15 | 108 | -1 | -0.9 | 1 | -0.1 | -2
(53) Cc1cc(C(=O)Nc2ccc3c(c2)CCC3)c2ccccc2n1
 : 0 | · | 11 | 2 | 105 | 0 | -1.5 | -4 | -0.5 | -3
(54) C=Cc1ccc(Cn2nc(-c3ccccc3)ccc2=O)cc1
 : 0 | -3 | -17 | 15 | 94 | -12 | -0.1 | -4 | 0.2 | -4
(55) CCCCN1C(=O)C(CC(=O)NCC2CCCCC2)CC(C(=O)N2CCOCC2)=C1C (centres undefined)
 : 0 | -6 | -3 | 5 | 100 | 14 | -2.5 | 0 | -0.3 | 2
(56) CN(C(=O)c1cccc(NC(=O)Cc2ccc(NC(=O)C3CCN(C(=O)C4CCCC4)CC3)cc2)c1)C1CCCCC1
 : -5 | -10 | -7 | 16 | 99 | -5 | 2.5 | 0 | 0.8 | 0
(57) CCOC(=O)c1sc(NC(=O)CSc2nc3cccnc3n2C)nc1C
 : 1 | -5 | -9 | 2 | 96 | -5 | -1.6 | 4 | 0.4 | 2

Screening results from PubChem BioAssay.
